Bioassay records from PubChem.
Rin1-Abl PPI inh: inhibitors of human Rin1-Abl protein interaction. P00519+Q13671. TR-FRET Rin1/Abl binding, biochemical. inhibition, % at 7.35 µM. 0.4% of 360,000 active. AID 588664; in the data active = inhibition above about 5%, passing the limit was not always enough
NadD inh: blocks S. aureus nicotinate mononucleotide adenylyltransferase; purified NadD enzyme, colorimetric absorbance read-out; inhibition, % at 20 µM; 0.78% of 360,000 active; in the data active = inhibition above about 26%; note: some compounds past the cut are filed as inactive
Neddyl block: blocks human cullin neddylation; TR-FRET cullin neddylation, biochemical; AID 651699; calls only at 25 µM; P61081+Q13564; 0.58% of 360,000 active; in the data active = inhibition above about 36%
Scp-1 inhibitor: inhibitors of human Scp-1 phosphatase; inhibition, % at 20 µM; Q9GZU7; Recombinant Scp1, phosphopeptide, malachite green phosphate absorbance; 0.88% of 340,000 active;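 active = inhibition above about 50% at 20 µM, limit read from the data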;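 note: plate controls were DMSO wells with enzyme for no effect and wells lacking enzyme for full effect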
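Test system – truncated SCP-1 phosphatase (76-261aa) · Reagent – Phosphorylated 17-residue peptide substrate · Incubation – 45 min room-temperature reaction, 5 min colour, 30 min stabiliser · Detection – colorimetric phosphate reagent with accelerator and stabiliser, absorbance at 630 nm · Measure – % inhibition at 20 µM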
Rpn11 block: inhibitors of human proteasome Rpn11. O00487. human 26S proteasome, Ub4-pepOG fluorescence polarization; 20S core pre-blocked with epoxomicin. calls only at 20 µM. 0.59% of 360,000 active. AID 588493;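 active = inhibition at 20 µM, scaled to each plate's controls, above about 33%, limit read from the data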
Target sequence (O00487 whole entry, looked up): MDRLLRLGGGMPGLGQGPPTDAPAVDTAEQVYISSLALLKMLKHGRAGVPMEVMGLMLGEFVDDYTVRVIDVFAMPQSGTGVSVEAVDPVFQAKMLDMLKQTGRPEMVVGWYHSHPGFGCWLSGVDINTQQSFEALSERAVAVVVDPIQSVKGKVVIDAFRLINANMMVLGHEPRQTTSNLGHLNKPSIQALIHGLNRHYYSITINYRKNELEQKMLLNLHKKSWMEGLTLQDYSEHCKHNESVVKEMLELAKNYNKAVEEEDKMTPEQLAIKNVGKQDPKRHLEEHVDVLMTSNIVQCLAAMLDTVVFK
STEP block: STEP (human) phosphatase inhibition; AID 588621; 0.25% of 360,000 active; inhibition, % at 20 µM; recombinant STEP, OMFP fluorogenic substrate, fluorescence; P54829;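 active = inhibition at 20 µM, scaled per plate between control wells, above about 37%, limit read from the data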;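 note: 0% = DMSO with enzyme and substrate and 100% = substrate only without enzyme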
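Material: STEP (striatal-enriched tyrosine phosphatase) enzyme, cell-free | Medium: 50 mM Bis-Tris pH 6.0 with 2.5 mM DTT and 0.005% Tween 20 | Read-out: Percent inhibition scaled to no-enzyme and uninhibited-enzyme controls, plate-pattern corrected | Signal: Fluorescence read at 480 nm ex / 540 nm em | Times: 20 min reaction, room temperature, in the dark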
SUMO1-SIM PPI: alters human SUMO1 binding to SIM partners | 0.33% of 360,000 active | P63165 | inhibition, % at 20 µM | SUMO1 binding to a labelled peptide, TR-FRET, 1 h | AID 602429; in the data active = inhibition above about 37%
Target sequence (P63165 whole entry, looked up): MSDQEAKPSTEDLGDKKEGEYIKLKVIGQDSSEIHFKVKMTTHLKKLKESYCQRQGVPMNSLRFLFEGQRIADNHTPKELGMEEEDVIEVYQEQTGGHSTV
DNMT1 block: inhibitors of human DNMT1; P26358; DNMT1 molecular beacon, Hinp1I cleavage, fluorescence; inhibition (reported as % activation of signal), % at 10 µM; 0.83% of 360,000 active; in the data active = inhibition above about 50%
LMPTP block: blocks human LMPTP phosphatase; P24666; recombinant LMPTP-A, OMFP fluorogenic substrate, fluorescence intensity; 0.22% of 360,000 active; inhibition, % at 20 µM;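 active = compounds that cut the enzyme signal by at least half of the control window in the single-dose screen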;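 note: plate controls were DMSO wells with enzyme plus substrate for no effect and substrate without enzyme for full effect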
Target sequence (P24666 whole entry, looked up): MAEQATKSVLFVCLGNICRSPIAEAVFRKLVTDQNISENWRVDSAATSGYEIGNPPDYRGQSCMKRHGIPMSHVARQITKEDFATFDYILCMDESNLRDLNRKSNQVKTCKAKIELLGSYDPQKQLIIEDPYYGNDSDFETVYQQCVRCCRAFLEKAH
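Test system: LMPTP-A, protein tyrosine phosphatase of low molecular weight; Input: 0.625 nM enzyme; Incubation: 50 min dark incubation at room temperature; Signal: endpoint fluorescence intensity from OMFP dephosphorylation; Read-out basis: % inhibition versus control wells.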
CSN inh: inhibitors of human CSN-mediated cullin deneddylation | 0.38% of 360,000 active | inhibition, % at 12.5 µM | Purified CSN, SCF-Nedd8-OG deneddylation, fluorescence polarization;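 active = pattern-corrected inhibition above about 35%, with an unprinted fluorescence ratio check between 0.5 and 1.5, limit read from the data, passing the limit was not always enough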;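 note: 0% = enzyme with substrate and 100% = substrate without enzyme; some results filed as inactive read as strong as hits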
Target sequence (Q92905 whole entry, looked up, one chain of several): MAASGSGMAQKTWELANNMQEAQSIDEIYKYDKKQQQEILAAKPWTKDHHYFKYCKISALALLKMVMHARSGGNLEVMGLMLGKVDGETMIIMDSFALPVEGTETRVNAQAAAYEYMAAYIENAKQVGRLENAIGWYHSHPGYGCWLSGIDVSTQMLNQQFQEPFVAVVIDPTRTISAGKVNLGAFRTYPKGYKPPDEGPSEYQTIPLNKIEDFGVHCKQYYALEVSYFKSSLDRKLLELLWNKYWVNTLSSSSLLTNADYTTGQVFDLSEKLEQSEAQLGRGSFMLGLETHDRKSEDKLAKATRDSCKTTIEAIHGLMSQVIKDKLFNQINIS
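test system = HEK293T-derived human Csn5 enzyme | amount = 0.24 nM Csn5 enzyme, final concentration | medium = Tris/NaCl/DTT buffer, pH 7.5 | schedule = 90 min reaction at room temperature | signal = FP | evaluation = inhibition of Csn5 cleavage, % | compound dosing = single dose of 12.5 µM compound with 0.25% DMSO | probe or stimulus = 10 nM SCFSkp2-Nedd8OG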
Numbers without * were called inactive; i = inactive; . = no result given.

no.	canonical_smiles	Rin1-Abl PPI inh	NadD inh	Neddyl block	Scp-1 inhibitor	Rpn11 block	STEP block	SUMO1-SIM PPI	DNMT1 block	LMPTP block	CSN inh
1	CN(CC(=O)Nc1ccc(F)cc1)C(=O)COC(=O)Cc1c(F)cccc1Cl	-1	-4	i	6	i	1	-4	0	-0.9	23
2	NC(=O)CCS(=O)(=O)CCN1CCN(S(=O)(=O)c2ccc3c(c2)CCC3)CC1	1	-3	i	-2	i	-3	-1	8	-0.9	2
3	CCOc1ccc(N(C)c2ccc(/C=C3/SC(=S)NC3=O)cc2)cc1	-1	20	i	13	.	3	-1	13	9.9	87*
4	O=C(CN(Cc1cccs1)C(=O)CSc1nnc(COc2ccccc2)o1)NC1CCCC1	0	0	i	-5	i	-2	3	-1	0.1	0
5	C=C1CCC2C(C)(C(=O)O)CCCC2(C)C1CCC(CO)CCO (stereo not drawn)	-2	2	i	.	i	-2	2	1	-1.4	1
6	COc1ccccc1CNC(=O)/C=C/C(=O)O	-2	2	i	-7	i	-1	1	4	-1.5	0
7	CC1(C)CC(NC(=O)c2ccccc2)CC(C)(C)N1	1	5	i	0	i	0	3	101*	-0.3	0
8	C/C(=N\NC(=O)c1cnccn1)c1ccc([N+](=O)[O-])cc1	-3	-7	i	-7	i	0	-34	2	-1.5	-2
9	O=C(Cn1cnc2ccccc21)c1ccc(Cl)cc1	2	0	i	0	i	-2	-5	7	0.0	4
10	COc1ccc(/C=N/NC(=O)C2C(=O)NCC2c2ccccc2)c(OC)c1 (stereo not drawn)	2	7	i	1	i	-1	-1	1	-0.1	-2
11	Cc1onc(-c2ccccc2Cl)c1C(=O)N1CCN(C/C=C/c2ccccc2)CC1	1	4	i	-5	i	0	-5	-6	-0.8	0
12	O=C(C[C@H]1C[C@H](C(=O)N2CCOCC2)[C@@]2(CCC3CCCC3)c3[nH]c4cc(-c5ccco5)ccc4c3CCN2C1=O)NCC12CC3CC(CC(C3)C1)C2	3	24	.	7	i	-2	0	-7	-1.8	10
13	CCN(C[C@H]1N[C@@](CC)(C(=O)OC)[C@H]2C(=O)N(Cc3ccccc3)C(=O)[C@@H]12)C(=O)Nc1ccc(C(F)(F)F)cc1	0	-1	i	8	i	1	5	18	-0.6	3
14	COCCCNC(=O)CNC(=O)c1nn(-c2ccc(OC)cc2OC)c(=O)c2ccccc12	3	-2	i	-14	i	-1	-5	1	-1.0	-1
15	CCOC(=O)C1CCN(C(=S)Nc2cccc(C)c2)CC1	3	7	i	3	i	0	0	-1	-0.8	2
16	CCC(NS(=O)(=O)c1ccc(C)cc1)C(=O)N1CCOCCOCCOCC1 (stereo not drawn)	7	2	i	0	i	1	6	4	-1.2	3
17	Cc1cc(C)cc(OCC(=O)Nc2cnn(CCCC(=O)O)c2)c1	1	0	i	-7	i	-1	0	1	-1.0	-1
18	COc1ccc(-c2[nH]c(-c3cc(OC)c4c(c3)OCO4)nc2-c2ccccc2)cc1	-2	23	.	8	i	-2	16	-18	7.5	-9
19	Cc1onc(-c2ccccc2)c1-c1nnc(CN2CCN(S(=O)(=O)c3ccccc3F)CC2)o1	0	2	i	-4	i	-1	2	-5	-1.5	-2
20	COc1cc(O)c(C(CCN2CCCCC2)c2cc(OC)c(OC)c(OC)c2)c(OC)c1 (stereo not drawn)	1	-3	i	3	i	-2	-2	-4	-2.6	-1
21	Cc1ccc(C)c(CN2CCCN(C(=O)Cn3ncc4c3-c3ccccc3OC4)C2)c1	-2	-1	i	-4	i	0	1	-3	1.5	2
22	CC(C)C[C@H]1CN(CCCC[C@H]2CNC(=O)C(=O)N2CC2CCCCC2)C(=O)C(=O)N1CCc1ccccc1	.	24	i	.	.	.	-2	.	-0.7	-5
23	CCC(C)Nc1ncnc2c1cnn2Cc1ccc(Cl)cc1 (stereo not drawn)	2	2	i	-3	i	-2	2	0	-0.5	3
24	O=S(=O)(Nc1ccc(Cc2ccncc2)cc1)c1ccc(Cl)cc1	3	-3	i	-1	i	0	-1	0	1.0	-2
25	O=c1cc(C23CC4CC(CC(C4)C2)C3)[nH][nH]1	1	0	i	-6	i	2	-3	-4	0.1	4
26	COCCNc1oc(-c2ccccc2Cl)nc1C#N	2	-4	i	-12	i	-3	2	1	-0.8	-1
27	CN(C)c1nccc(Nc2ccccc2)c1C#N	0	3	i	-5	i	-4	4	-2	0.5	0
28	CCNC(=O)COC(=O)c1cc(-c2ccco2)nc2ccccc12	0	5	i	70*	i	0	-2	71*	4.9	13
29	Cn1nnnc1SCC(=O)Nc1ccccc1N1CCOCC1	3	0	i	-7	i	-4	0	7	-0.4	-2
30	Cc1nc2ccc(NC(=O)c3ccc(Cl)c(NC(=O)c4cccs4)c3)cc2s1	0	28*	i	-10	i	-2	2	-15	1.5	3
31	C=CC[C@@H](CC(=O)N[C@@H](CO)Cc1ccccc1)C(=O)N[C@@H](COC(=O)[C@@H](CC=C)CC(=O)OC(C)(C)C)Cc1c[nH]c2ccccc12	-3	-4	i	-12	i	1	0	-9	2.2	-1
32	O=c1oc2ccccc2c(Nc2cccc3cccnc23)c1[N+](=O)[O-]	-2	1	i	-7	i	1	-9	-3	-0.5	-4
33	CC(=O)N/C(=C\c1ccccc1)C(=O)N1CCOCC1	7	-2	i	3	i	1	-5	-1	0.3	4
34	CN(CC(=O)Nc1ccccc1Cl)C(=O)COC(=O)c1ccc([N+](=O)[O-])s1	3	-9	i	5	i	2	16	65*	-0.7	11
35	Cc1cccc(Oc2ccc(NC(=O)C3=CC=CN4CCS(=O)(=O)N=C34)cc2)c1	-3	-8	i	-8	i	2	-5	-7	2.4	-5
36	COc1ccc(C(=O)Nc2ccc(Oc3nc(C)nc4sc(-c5ccccc5)cc34)cc2)cc1OC	1	-6	i	-7	i	-1	3	1	1.1	-2
37	COc1cc(C=NC2CCCCC2)ccc1O	0	-3	i	.	i	1	-3	4	-1.8	5
38	Cc1ccc(NC(=O)COC(=O)C(NS(=O)(=O)c2ccc(Cl)cc2)C(C)O)cc1 (stereo not drawn)	-1	-6	i	-6	i	-3	0	0	-1.5	-9
39	CCC(=O)Nc1cccc(C2=NOC3(C2)C[C@@H](C(N)=O)N(C(=O)c2ccc(OC)cc2)C3)c1 (stereo partly drawn)	2	0	i	-1	i	-4	3	5	-1.6	0
40	COCc1cc(C)nc(N2CCc3ccccc32)c1C#N	-2	0	i	6	i	-2	2	2	0.8	-3
41	O=C1c2oc3ccccc3c(=O)c2C(c2cccnc2)N1CCCN1CCOCC1 (stereo not drawn)	-1	-14	i	-15	i	-2	-5	2	-5.5	4
42	CCOc1ccc(NC(=S)NNC(=O)CC(C)O)cc1 (stereo not drawn)	0	-7	i	-6	i	-2	-1	-8	-0.1	4
43	CCN(CC)c1cc(Cl)c2nonc2c1N	-1	4	i	4	i	0	-14	-5	-1.3	4
44	CCCn1c(=O)c2ccccc2n2c(Sc3nnnn3-c3ccccc3)nnc12	2	-3	i	-5	i	-3	2	5	1.4	-3
45	C=CCOc1ccc(C(=O)c2ccccc2)c(OCC(=O)NC2(C#N)CCCC2)c1	0	-9	i	-4	i	-1	-2	-2	0.9	6
46	N#Cc1ccc(-c2ccc(F)cc2)nc1SCC(=O)Nc1sc2c(c1C#N)CCC2	2	22	i	-8	i	0	-5	-3	-0.7	8
47	CCOc1ccc(NC(=O)NC(C)c2ccc3c(c2)OCO3)cc1 (stereo not drawn)	-2	2	i	-8	i	-1	1	4	0.7	-6
48	COc1ccc(OC)c(/C=N/NC(=O)CSc2nnc(C)n2-c2ccccc2)c1	-2	4	i	-1	i	-2	-2	3	0.2	-1
49	CC1CC(=O)Nc2ccccc2N1C(=O)CN1CCN(C=O)CC1 (stereo not drawn)	1	1	i	-7	i	0	4	0	-2.7	1
50	COc1cc2[nH]c(=O)n(CCC(=O)N3CCc4ccccc4C3)c(=O)c2cc1OC	7	3	i	-5	i	-4	2	-1	-0.8	3
51	CCCN(CCC)C(=O)c1oc2ccccc2c1NC(=O)Cc1cccc(OC)c1	3	-12	i	-13	i	1	-1	-1	0.7	1
52	CCOC(=O)c1c[nH]c(=S)n1C	2	-6	i	-16	i	2	4	0	-0.9	-3
53	O=C(O)CCCCCNC(=O)c1ccc(C(=O)NCCCCCC(=O)O)cc1	-3	-3	i	-6	i	0	-5	1	-0.6	1
54	CC(=O)NC1=NC(=O)CS1	-1	-5	i	-6	i	0	-2	-2	-1.9	3
55	c1ccc(-n2ncc3c(NCCN4CCCCC4)ncnc32)cc1	-2	-10	i	-2	i	-4	-2	2	-3.1	2
56	CC(=O)Nc1cccc(-c2csc(C(C)(O)c3ccc(F)c(F)c3)n2)c1 (stereo not drawn)	3	-2	i	.	i	-5	2	-3	-1.0	6
57	Cc1c(/C=C(\C#N)c2nn(-c3ccccc3)c(N)c2C#N)c2ccccc2n1Cc1ccc(F)cc1	0	0	i	-11	i	-5	0	5	-0.5	5
58	O=C(CSc1nnc(-c2ccccc2Cl)o1)Nc1ccccn1	2	-6	i	-8	i	3	4	-1	-0.6	-2
59	CC(C(=O)NNS(=O)(=O)c1cccc(C(F)(F)F)c1)n1nnc(N2CCOCC2)n1 (stereo not drawn)	-1	3	i	-4	i	-1	-1	5	-1.4	2
60	Cc1ccc(NC(=O)CN2C(=O)COc3ccc(S(=O)(=O)N4CCOCC4)cc32)cc1N(C)C	1	3	i	-6	i	0	3	1	-1.7	3

New compounds follow.
no.	canonical_smiles	Rin1-Abl PPI inh	NadD inh	Neddyl block	Scp-1 inhibitor	Rpn11 block	STEP block	SUMO1-SIM PPI	DNMT1 block	LMPTP block	CSN inh
61	CCOc1cc(/C=C2/SC(=S)N(Cc3ccccc3)C2=O)ccc1O	0	-7	i	-6	.	-2	-7	-11	3.0	42*
62	CC(=O)c1ccc(NC(=O)CSc2nnc3ccc(-c4ccccn4)nn23)cc1	2	2	i	1	i	-1	-18	2	-0.6	-3
63	Cc1cc2ccccn2c1C(=O)c1nc(N2CCOCC2)ncc1Cl	-3	-6	i	-4	i	-1	-6	-5	-0.3	-3
64	CC(C)CC(=O)N=Nc1c(O)[nH]c2ccccc12	-3	4	i	1	i	-3	-20	1	-1.2	1

3 records drawn at random from those above, as already listed:
no.	canonical_smiles	Rin1-Abl PPI inh	NadD inh	Neddyl block	Scp-1 inhibitor	Rpn11 block	STEP block	SUMO1-SIM PPI	DNMT1 block	LMPTP block	CSN inh
62	CC(=O)c1ccc(NC(=O)CSc2nnc3ccc(-c4ccccn4)nn23)cc1	2	2	i	1	i	-1	-18	2	-0.6	-3
64	CC(C)CC(=O)N=Nc1c(O)[nH]c2ccccc12	-3	4	i	1	i	-3	-20	1	-1.2	1
61	CCOc1cc(/C=C2/SC(=S)N(Cc3ccccc3)C2=O)ccc1O	0	-7	i	-6	.	-2	-7	-11	3.0	42*
